Bioassay records as filed in PubChem BioAssay.
SUMO Mot1 rescue: inhibitors of SUMOylation pathway: yeast Mot1-301 growth rescue | growth rescue, % at 18.8 µM | 1% of 320,000 active | AID 2716 | S. cerevisiae Mot1-301 growth rescue, ATP luminescence, 38.5C; percent above DMSO median, 100 means doubled;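 active = every valid replicate shows activation above 250% relative to neutral control wells; inactive = the rest, any valid replicate at or below 250%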;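 note: OY570 slx delta 5 strain wells were the positive control but not used for scaling; some compounds called inactive have numbers as strong as hits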
Arr AP2 block: blocks beta-arrestin peptide binding to AP2 adaptin. FITC-arrestin peptide / GST-AP2 beads, flow cytometry; AP2 beta2 appendage carries R879A mutation. inhibition, % at 10 µM. 0.31% of 340,000 active;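 active = inhibition above a set limit, near 3 SD of compounds lacking own fluorescence, cut at about 54% in these data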;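 note: plate controls were DMSO wells for no effect and 5 µM unlabelled arrestin peptide for full effect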
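Assay system: GST-AP2 R879A bound to glutathione beads, E. coli-expressed; Medium: PBS with 0.05% Tween 20 and 0.1% BSA; Also added: fluorescein-tagged arrestin peptide at 50 nM final; Timing: 12 min plus 1 h, RT; Measured by: flow cytometry, FL1 (488/535 nm); Evaluation: percent drop in bead-associated FITC signal.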
phage Ecoli inh: E. coli growth loss with phage present; inhibition, % at 11.9 µM; growth absorbance; AID 651602; 0.26% of 360,000 active; in the data active = inhibition above about 11%
PfHsp90 yeast 2: growth inhibition of yeast expressing Plasmodium Hsp90 | S. cerevisiae expressing PfHsp90, BacTiter-Glo ATP, 48 h; yeast lacking PDR1 and PDR3 efflux regulators | inhibition, % at 9.4 µM | 0.32% of 310,000 active | AID 504621;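 active = every replicate shows inhibition above about 80%, whatever the replicate mean, limit read from the data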;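 note: 0% = DMSO neutral controls and 100% = 20 µM radicicol positive controls; yeast relying on Plasmodium falciparum Hsp90 in place of its own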
PKA-R1A activ: activates the PKA-R1A holoenzyme complex; PKA-R1A dissociation, Cy5-IP20 fluorescence polarization; scaled: DMSO 0%, 113 µM cGMP 100%; activation, % at 11.4 µM; 0.083% of 340,000 active; AID 504707;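 active = percent activation above the mean of all tested compounds plus 3 SD, cut at about 19% in these data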;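 note: higher means more PKAc released from R1A so a rise in polarization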
AddAB inh: less growth of phage-infected E. coli with AddAB; 0.29% of 330,000 active; inhibition, % at 11.9 µM; E. coli expressing H. pylori AddAB, absorbance growth; AID 435030; in the data active = inhibition above about 12%;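 note: 0% = vehicle wells of infected cells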
Pemphigus Ab inh: human desmoglein-3 autoantibody binding inhibition | P32926 | DSG3-coupled beads, scFv-anti-DSG3-GFP binding, flow cytometry; active compounds read low | binding (percent of control), % at 10 µM | 0.48% of 310,000 active | AID 588358;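 active = binding more than 3 SD below its plate's average and above zero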;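 note: hits lower antibody fragment binding to DSG3; some compounds called inactive have numbers as strong as hits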
Target sequence (P32926 whole entry, looked up, the tested form may be a part): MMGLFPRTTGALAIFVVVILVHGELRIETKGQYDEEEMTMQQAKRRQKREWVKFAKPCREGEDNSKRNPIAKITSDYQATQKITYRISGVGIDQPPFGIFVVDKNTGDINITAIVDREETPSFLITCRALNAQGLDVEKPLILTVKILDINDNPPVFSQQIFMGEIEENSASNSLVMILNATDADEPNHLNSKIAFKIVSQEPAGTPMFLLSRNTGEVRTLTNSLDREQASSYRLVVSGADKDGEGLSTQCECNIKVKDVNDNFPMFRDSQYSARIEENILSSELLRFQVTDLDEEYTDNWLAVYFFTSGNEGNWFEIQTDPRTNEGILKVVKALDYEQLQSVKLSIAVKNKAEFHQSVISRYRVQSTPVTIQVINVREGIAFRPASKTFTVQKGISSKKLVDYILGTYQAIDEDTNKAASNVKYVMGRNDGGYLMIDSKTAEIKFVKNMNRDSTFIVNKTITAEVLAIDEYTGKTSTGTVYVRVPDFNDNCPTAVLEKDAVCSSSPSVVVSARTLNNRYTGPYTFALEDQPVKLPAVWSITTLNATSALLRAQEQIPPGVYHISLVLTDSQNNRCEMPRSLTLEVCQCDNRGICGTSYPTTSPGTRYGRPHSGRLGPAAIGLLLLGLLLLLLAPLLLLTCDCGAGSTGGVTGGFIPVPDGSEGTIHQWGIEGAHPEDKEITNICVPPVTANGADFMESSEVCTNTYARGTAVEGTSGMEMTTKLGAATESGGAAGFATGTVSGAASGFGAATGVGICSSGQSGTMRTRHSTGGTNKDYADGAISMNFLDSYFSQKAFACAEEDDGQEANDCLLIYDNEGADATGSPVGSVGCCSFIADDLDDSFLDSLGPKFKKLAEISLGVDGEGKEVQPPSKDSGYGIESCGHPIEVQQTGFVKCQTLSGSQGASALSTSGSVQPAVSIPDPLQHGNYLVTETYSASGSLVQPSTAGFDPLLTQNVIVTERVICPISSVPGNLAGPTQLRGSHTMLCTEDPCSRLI
OPRM1-OPRD1 ag: OPRM1-OPRD1 heterodimerization agonism. AID 504326. activation, % at 9.3 µM. 0.3% of 340,000 active. cells, luminescence. P35372+P41143; in the data active = activation above about 18%;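 note: 0% = vehicle-treated cells and 100% = reference agonist; values of inactives mirror those of a sister screen read the other way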
Ecoli viability: bacterial growth inhibition, counter-screen for AddAB inhibitors. 0.27% of 330,000 active. E. coli V3065 growth, OD600 absorbance, 18 h. AID 449728. inhibition, % at 11.9 µM;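 active = inhibition above the campaign's mean inhibition across all tested compounds plus 3 SD, cut at about 9.9% in these data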;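 note: uninfected addAB+ strain grown without phage in ampicillin broth; 0% = DMSO wells and 100% = ciprofloxacin 0.95 µg/ml wells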
Tat export inh: blocks Tat-dependent protein export in E. coli. E. coli MC4100 TorA-mCherry Tat export, fluorescence. inhibition, % at 10 µM. 0.036% of 340,000 active. AID 488895;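 active = mean replicate inhibition at least 50% and at least half of replicates individually reaching 50%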;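 note: exported cargo escapes ClpAP degradation while cytoplasmic cargo is degraded and loses fluorescence; 0% = median of neutral control wells and 100% = median of NaSCN control wells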
OPRM1-OPRD1 inv: inverse agonists of human mu-delta opioid receptor heterodimerization; P35372+P41143; cell-based MOR-DOR heterodimer luminescence, inverse agonism; inhibition, % at 9.3 µM; 0.21% of 340,000 active; in the data active = inhibition above about 22%, passing the limit was not always enough;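 note: 0% = cells with DMSO and 100% = wells without cells with DMSO; values of inactives mirror those of a sister screen read the other way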
Active calls of the source: *; . = not tested or not shown.

SMILES	SUMO Mot1 rescue	Arr AP2 block	phage Ecoli inh	PfHsp90 yeast 2	PKA-R1A activ	AddAB inh	Pemphigus Ab inh	OPRM1-OPRD1 ag	Ecoli viability	Tat export inh	OPRM1-OPRD1 inv
CCc1cccc(C)c1NC(=O)CN(C)Cc1cccc(F)c1	-15	3	1.2	23	-4	2.9	84	0.8	2.4	-1	-4
CCOC(=O)c1c(C)n(C(=O)c2ccco2)c(=O)n1C(=O)c1ccco1	8	2	2.2	.	-4	2.1	91	-1.6	0.5	0	8
Cc1ccc(C(=O)Nc2ccc(F)cc2)cc1NC1=NC2CS(=O)(=O)CC2S1 (stereo not drawn)	8	-12	2.1	-2	7	-2.1	99	0.2	-1.1	-10	-1
CNc1ccccc1C(C)(C)c1cc(-c2ccco2)n[nH]1	-4	3	0.3	6	1	-1.5	109	3.0	-3.5	12	-17
O=C(CN1C(=O)CSc2ncccc21)N1CCOCC1	278	-10	4.7	32	1	3.4	104	-2.6	0.1	4	13
COc1cc(CNn2c(C)n[nH]c2=S)cc(Cl)c1OCC(=O)NC(C)(C)C	0	12	-1.4	-16	-2	2.9	116	0.0	-0.2	-3	0
CCCC1(c2ccccc2)NC(=O)N(CC(=O)N2CC(=O)Nc3ccccc32)C1=O (stereo not drawn)	-3	37	8.0	4	7	2.4	97	3.0	-0.2	10	-12
O=C(CSc1nc(=O)n2ccccc2n1)NCc1ccccc1Cl	25	2	-0.2	.	-4	1.8	.	-3.0	0.8	-13	16
Cc1ccn2c(=O)c(NC(=O)COc3ccccc3)c(C)nc2c1	286	36	3.3	.	-1	2.7	104	-4.0	2.2	-3	21
Cc1ccc(C(=O)Nc2ncc(Cc3ccc(SC(F)F)cc3)s2)cc1	-8	6	4.5	-27	3	1.9	95	3.0	-1.2	1	-16
CCn1c(SCC(=O)NCc2ccc(F)cc2)nc2c(c1=O)SC(C)C2 (stereo not drawn)	4	-4	0.8	-8	-3	1.5	104	-1.4	-0.1	8	8
O=C(NCCN1CCOCC1)C(=O)c1c[nH]c2ccccc12	217	-3	2.6	10	-10	0.1	108	-1.0	-3.0	6	5
Cc1ccccc1C(=O)NC(C(N)=O)P(=O)(OC(C)C)OC(C)C (stereo not drawn)	7	-2	0.8	10	15	0.6	.	-1.8	-1.3	4	9
Cc1ccc(Nc2nc(Cl)nc(NC(C)(C)C)n2)cc1	252	-19	-0.9	-17	-2	0.8	101	-0.5	-1.0	3	3
O=C1OCCC1Sc1nnc(-c2ccc(Cl)cc2Cl)o1 (stereo not drawn)	10	-1	1.8	6	7	-0.4	101	-1.0	1.3	-4	5
COc1ccccc1C(=O)N1CCN(c2nc3cc(C)c(C)cc3cc2C#N)CC1	74	31	0.2	-57	-2	0.3	.	0.2	-3.3	1	-1
Cc1cc(C)cc(N2C(=O)CC(c3ccccc3)CC2=O)c1	-2	33	3.6	-1	-3	0.6	99	0.4	0.4	-8	-3
CC1CCN(C(=O)CN2C(=O)C(=O)c3ccccc32)CC1	4	2	.	5	-8	3.1	103	-4.9	-0.6	-4	29*
O=C(C1=C[C@@H](c2ccc3c(c2)OCO3)C[C@@H](OCc2ccc(CO)cc2)O1)N1CCOCC1	17	3	0.2	-5	8	1.7	100	-0.8	-0.4	3	5
CC(C)C(c1nnnn1Cc1cccs1)N1CCN(C2CCCC2)CC1 (stereo not drawn)	161	0	0.8	34	-9	0.4	.	-0.7	0.5	-4	4
COc1ccc(CCNC(=O)CCc2nc3sc4c(c3c(=O)[nH]2)CCCC4)cc1	-2	11	1.4	12	2	2.5	106	-1.5	0.8	0	8
COc1ccc(CNC2CCCc3ccccc32)c(OC)c1 (stereo not drawn)	5	-3	-1.1	-9	0	.	123	0.2	.	18	-1
Cc1cc(C)n(C2=NS(=O)(=O)c3ccccc32)n1	-16	23	3.8	9	-3	0.4	98	-2.8	-0.4	-6	12
O=C(NC(c1ccccc1)c1ccccc1)N1CCOCC1	8	6	0.3	-1	-6	0.2	100	-4.5	2.3	0	21
CCOC(=O)N1CCc2c(sc(NC(=O)CN3CCOCC3)c2C(=O)Nc2ccccc2)C1	37	-26	2.7	-22	2	-0.2	105	-1.5	-0.2	2	8
New compounds follow:
SMILES	SUMO Mot1 rescue	Arr AP2 block	phage Ecoli inh	PfHsp90 yeast 2	PKA-R1A activ	AddAB inh	Pemphigus Ab inh	OPRM1-OPRD1 ag	Ecoli viability	Tat export inh	OPRM1-OPRD1 inv
COc1cccc(NC(=O)Cn2cc(C(=O)C3CC3)c3ccccc32)c1	-14	-4	0.7	12	-4	1.4	98	-1.1	-0.1	-13	7
COc1cc(NC(=O)COC(=O)c2ccc(S(=O)(=O)N3CC(C)CC(C)C3)cc2)c(C)cc1[N+](=O)[O-] (stereo not drawn)	-5	10	.	3	-6	1.1	116	-3.1	0.6	0	16
O=C(NC1CCCCC1)N1CCN(c2nc(-c3ccccc3)cs2)CC1	120	-5	1.5	17	-5	0.0	94	-0.1	1.8	1	1
O=C(NC(=S)Nc1cc(C(F)(F)F)ccc1N1CCOCC1)c1ccco1	-8	22	0.7	-12	.	2.9	97	.	-0.6	3	.
Cc1ccc(=O)n(C(C(=O)NCc2ccco2)C(=O)c2ccc(F)cc2)c1 (stereo not drawn)	-2	0	2.2	-11	10	1.9	101	-0.8	0.3	-5	3
CNC(C)c1cc(OC)ccc1OC (stereo not drawn)	6	43	1.1	-1	-1	-0.3	100	-2.9	1.7	-9	16
O=c1c2ccccc2nc(SCc2ccc([N+](=O)[O-])cc2)n1-c1ccccc1	-15	16	1.2	0	5	-1.6	93	-2.2	1.4	0	12
CN(C)S(=O)(=O)c1ccc(NC(=O)CSc2nnnn2C)cc1	-25	-16	0.6	35	0	1.9	98	-3.6	2.6	-10	19
CCOC(=O)C1CCN(C(=O)C23CC4CC(CC(C4)C2)C3)CC1	-5	1	1.7	-12	3	1.2	104	3.2	-0.6	10	-19
Cc1ccccc1Cn1cc(NC(=O)CCCn2nc([N+](=O)[O-])cc2C)cn1	16	4	-0.5	6	-4	-0.1	84	0.4	-0.1	9	-2
O=C(N/N=C/c1ccc(O)cc1O)NC12CC3CC(CC(C3)C1)C2	-3	9	4.7	11	4	1.2	99	-0.3	4.5	2	1
O=[N+]([O-])c1ccc2nc(NS(=O)(=O)c3ccccc3[N+](=O)[O-])sc2c1	36	27	-0.1	3	1	3.4	106	-4.3	-0.8	-6	23
O=C(c1cccc2ccccc12)N1CCN(c2ccc([N+](=O)[O-])c(N3CCOCC3)c2)CC1	-5	8	2.3	-41	4	0.5	104	-0.1	-0.7	7	0
COc1cccc(N2[C@@H](CC(=O)O)c3ccc(/C=C/C(=O)O)cc3S2(=O)=O)c1	6	2	-1.4	14	-4	-0.7	101	-0.6	-3.2	-1	3
O=C1CC(NC(=O)C(F)(F)F)c2cc3c(cc21)OCO3 (stereo not drawn)	-3	-5	0.5	.	-4	-0.8	117	-1.5	-0.2	3	8
CC(=O)Nc1ccc(/C=C/c2ccc3c([N+](=O)[O-])cccc3n2)cc1	3	10	3.3	.	-8	5.5	111	0.4	-1.3	-2	-2
CCC1CCCCN1C(=O)COc1ccccc1NC(C)=O (stereo not drawn)	-6	4	4.2	26	6	-0.2	105	-1.7	1.7	-13	9
COc1ccccc1NS(=O)(=O)c1ccc(NC(=O)c2[nH]nc(OC)c2[N+](=O)[O-])cc1	-8	-4	4.7	9	-4	.	.	0.6	.	-1	-3
Cc1ccc(C2(C)NC(=O)N(CC(=O)N3CC(=O)Nc4ccccc43)C2=O)cc1 (stereo not drawn)	-8	-8	3.8	-13	3	-1.3	95	-2.0	-0.7	-2	10
C=CCN1CC(=O)N2C(C)c3[nH]c4ccccc4c3C[C@H]2C1=O (stereo partly drawn)	271	25	6.1	-18	-5	-0.4	103	-2.4	-0.2	-6	11
C/C(CC(=O)N(C(C)C)C(C)C)=N\NC(=O)COc1ccc(Br)cc1Br	11	1	6.7	-1	-2	-0.8	97	-1.8	-1.8	-1	9
COC(=O)CCN(C(=O)c1cc([N+](=O)[O-])cc([N+](=O)[O-])c1)c1ccccn1	2	19	5.6	-23	-17	0.7	99	5.0	-0.4	7	-25
O=C(CCCOc1ccc(Cl)cc1)N1CCCCC1	3	0	4.2	-11	2	1.6	127	-2.9	2.0	3	13

12 compounds from above, sorted by number of heavy atoms, lowest first.
SMILES	SUMO Mot1 rescue	Arr AP2 block	phage Ecoli inh	PfHsp90 yeast 2	PKA-R1A activ	AddAB inh	Pemphigus Ab inh	OPRM1-OPRD1 ag	Ecoli viability	Tat export inh	OPRM1-OPRD1 inv
O=C(CCCOc1ccc(Cl)cc1)N1CCCCC1	3	0	4.2	-11	2	1.6	127	-2.9	2.0	3	13
Cc1ccc(Nc2nc(Cl)nc(NC(C)(C)C)n2)cc1	252	-19	-0.9	-17	-2	0.8	101	-0.5	-1.0	3	3
CNc1ccccc1C(C)(C)c1cc(-c2ccco2)n[nH]1	-4	3	0.3	6	1	-1.5	109	3.0	-3.5	12	-17
O=C(NC(c1ccccc1)c1ccccc1)N1CCOCC1	8	6	0.3	-1	-6	0.2	100	-4.5	2.3	0	21
C=CCN1CC(=O)N2C(C)c3[nH]c4ccccc4c3C[C@H]2C1=O (stereo partly drawn)	271	25	6.1	-18	-5	-0.4	103	-2.4	-0.2	-6	11
O=C(N/N=C/c1ccc(O)cc1O)NC12CC3CC(CC(C3)C1)C2	-3	9	4.7	11	4	1.2	99	-0.3	4.5	2	1
O=[N+]([O-])c1ccc2nc(NS(=O)(=O)c3ccccc3[N+](=O)[O-])sc2c1	36	27	-0.1	3	1	3.4	106	-4.3	-0.8	-6	23
COc1cccc(NC(=O)Cn2cc(C(=O)C3CC3)c3ccccc32)c1	-14	-4	0.7	12	-4	1.4	98	-1.1	-0.1	-13	7
COC(=O)CCN(C(=O)c1cc([N+](=O)[O-])cc([N+](=O)[O-])c1)c1ccccn1	2	19	5.6	-23	-17	0.7	99	5.0	-0.4	7	-25
Cc1ccccc1Cn1cc(NC(=O)CCCn2nc([N+](=O)[O-])cc2C)cn1	16	4	-0.5	6	-4	-0.1	84	0.4	-0.1	9	-2
COc1ccc(CCNC(=O)CCc2nc3sc4c(c3c(=O)[nH]2)CCCC4)cc1	-2	11	1.4	12	2	2.5	106	-1.5	0.8	0	8
O=C(C1=C[C@@H](c2ccc3c(c2)OCO3)C[C@@H](OCc2ccc(CO)cc2)O1)N1CCOCC1	17	3	0.2	-5	8	1.7	100	-0.8	-0.4	3	5
